Compound activity: PubChem BioAssay, Emory University Molecular Libraries Screening Center
14-3-3 PPI = 14-3-3 gamma protein interaction modulation. FP, 14-3-3gamma / TMR-pS259-Raf peptide binding. inhibition, % at 40 µM. actives 0.19% (n = 160,000); in the data active means inhibition above about 30%;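 further: 0% = protein plus tracer without compound and 100% = blank with tracer alone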
Target sequence (P61981 whole entry, looked up): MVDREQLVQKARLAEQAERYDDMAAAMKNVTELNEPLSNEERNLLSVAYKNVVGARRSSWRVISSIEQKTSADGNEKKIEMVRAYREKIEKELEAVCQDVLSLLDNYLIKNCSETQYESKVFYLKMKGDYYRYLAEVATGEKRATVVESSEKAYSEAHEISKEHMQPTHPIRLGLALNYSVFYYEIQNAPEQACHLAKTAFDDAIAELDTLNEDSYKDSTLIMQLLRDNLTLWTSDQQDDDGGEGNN
* = called active by the depositor; & = joins results of further samples. An excerpt; count on the stated rates, not on these rows.

structure	14-3-3 PPI
CCOC(=O)CSc1nc2c([nH]c3ccccc32)c(=O)n1-c1ccc(Cl)cc1	-1.2
Fc1ccc(CN2CCC(N3CCN(c4ccccc4)CC3)CC2)cc1	-8.7
Cc1ccc(OCc2nc3ccccc3[nH]2)cc1	-1.1
O=C(Nc1cccc2ccccc12)c1cccs1	-14.0
COC(=O)C1=C(C)NC2=C(C(=O)CC(c3ccccc3Cl)C2)C1c1ccc2c(c1)OCO2 (stereo not drawn)	-2.3
COc1ccc(-c2csc3nc(-c4ccccc4Br)oc(=O)c23)cc1	-95.3
COC(=O)c1cc(Br)c(=O)n(CCN2CCCCC2)c1	10.2
CCN(CC)C(=O)CN(c1ccc(F)c(Cl)c1)S(C)(=O)=O	-2.1
COCCOC(=O)c1c(C)oc2ccc(NS(=O)(=O)c3ccc(Cl)c([N+](=O)[O-])c3)cc12	-6.5
CC1CC(C)CN(CCCNC(=O)CCc2nc(-c3ccccc3F)no2)C1 (stereo not drawn)	-5.3
COC(=O)C(NC(=O)C(NC(=O)c1ccccc1)C(C)C)C(C)C (stereo not drawn)	-5.5
O=c1c2cc(N3CCOCC3)ccc2[nH]c(=S)n1CCc1ccccc1	-3.2
COc1ccc(NC(=O)c2cc3nc(-c4ccc5c(c4)OCO5)cc(C(F)(F)F)n3n2)cc1Cl	-10.5
COC(=O)C1=C(C(=O)c2ccccc2)C(c2ccc(OC)c(OC)c2)Nc2nnnn21 (stereo not drawn)	-6.7
O=C(O)CCCNc1ncnc2ccccc12	7.3
CC1=C(C(=O)Nc2ccc(C)cc2C)C(c2ccc(O)cc2)NC(=S)N1 (stereo not drawn)	3.1
COc1ccc(S(=O)(=O)NCc2ccccc2)cc1OC	6.2
CC1CCCCC1NC(=O)CCn1nc(-c2ccccc2)ccc1=O (stereo not drawn)	-1.5
C/C(CC1(O)/C(=N/O)CCc2nonc21)=N\O (stereo not drawn)	-3.1
CC1=NN(C(=O)c2ccc(C(C)(C)C)cc2)C(O)(c2cccnc2)C1 (stereo not drawn)	-6.5
C=CCn1c(SCC(=O)OC)nc2sc3c(c2c1=O)CCCC3	1.1
Cc1ccccc1OCC(=O)N1N=C2CCCCC2C1(O)C(F)(F)F (stereo not drawn)	-8.2
CCOC(=O)C1=C(C)C2(Br)C3C(=O)N(c4ccc(OCC)cc4)C(=O)C3C1(C)C1C(=O)N(c3ccc(OCC)cc3)C(=O)C12 (stereo not drawn)	-19.3
COc1ccc(C)cc1-n1cnc2cc(C(=O)NC3CCCC(C)C3C)ccc21 (stereo not drawn)	-19.6
CCOC(=O)Nc1ccc(S(=O)(=O)N2CCOCC2)cc1	-1.0
CCOC(=O)CS(=O)(=O)c1ccc(C(=O)NC2CCCCC2)cc1[N+](=O)[O-]	-1.9
O=C(C1CCN(S(=O)(=O)c2ccccc2)CC1)N1CCCC1	1.1
c1ccc2cc(Nc3ncnc4[nH]ncc34)ccc2c1	0.3
COc1ccccc1OCC(=O)NCCNC(=O)COc1ccccc1OC	-0.4
Cc1cc(=O)oc(C)c1C(=O)NCCC(C)C	-5.0&-12.8
CC(=O)N(c1ccccc1)C1(C(=O)NC2CCCCC2)CCCCC1	-4.5
COCCn1nnnc1C(c1ccc(O)c(OC)c1)N1CCc2ccccc2C1 (stereo not drawn)	-6.2
Cc1cc(C)c(C#N)c(SCc2nc3ccccn3c2Br)n1	-5.7
Cc1ccc2cc3cc(C(=O)N4CCN(Cc5ccc6c(c5)OCO6)CC4)oc3nc2c1	18.8
COc1ccc2c(c1)C(C)(C)C1(C=Cc3cc([N+](=O)[O-])cc(OC)c3O1)N2C (stereo not drawn)	-381.6
O=S(=O)(NCC1CCN(S(=O)(=O)c2ccccc2)CC1)c1ccccc1	-8.1
COc1ccc(OCC2c3cc(OC)c(OC)cc3CCN2C(=O)c2ccccc2)cc1 (stereo not drawn)	-78.6
CCCc1[nH]nc2c1C(c1ccc(Br)s1)C(C#N)=C(N)O2 (stereo not drawn)	3.5
Cc1ccc(S(=O)(=O)N2CCCCC2C(=O)N(C)Cc2ccccc2)cc1 (stereo not drawn)	-15.0
COc1ccccc1Oc1cc([N+](=O)[O-])cc2c1C(=O)Nc1ccccc1O2	-111.6

Rewritten field by field: three of the compounds above
> COc1ccc(S(=O)(=O)NCc2ccccc2)cc1OC
  14-3-3 PPI = 6.2

> CC1CCCCC1NC(=O)CCn1nc(-c2ccccc2)ccc1=O (stereo not drawn)
  14-3-3 PPI = -1.5

> C/C(CC1(O)/C(=N/O)CCc2nonc21)=N\O (stereo not drawn)
  14-3-3 PPI = -3.1

As entered above.
CCCc1[nH]nc2c1C(c1ccc(Br)s1)C(C#N)=C(N)O2 (stereo not drawn) – 14-3-3 PPI = 3.5
CC(=O)N(c1ccccc1)C1(C(=O)NC2CCCCC2)CCCCC1 – 14-3-3 PPI = -4.5
O=C(C1CCN(S(=O)(=O)c2ccccc2)CC1)N1CCCC1 – 14-3-3 PPI = 1.1
CCOC(=O)C1=C(C)C2(Br)C3C(=O)N(c4ccc(OCC)cc4)C(=O)C3C1(C)C1C(=O)N(c3ccc(OCC)cc3)C(=O)C12 (stereo not drawn) – 14-3-3 PPI = -19.3
COc1ccc(C)cc1-n1cnc2cc(C(=O)NC3CCCC(C)C3C)ccc21 (stereo not drawn) – 14-3-3 PPI = -19.6

Later entries.
structure	14-3-3 PPI
CCc1ccc(NC(=O)c2ccc(N3CC(C)CC(C)C3)c(NS(=O)(=O)c3ccc([N+](=O)[O-])cc3)c2)cc1 (stereo not drawn)	-4.9
COC(=O)c1cc(OC)c(OC)cc1NC(=O)c1ccc(Br)o1	-2.7
Cc1ccc(-n2cnc3cc(C(=O)NCc4ccccn4)ccc32)c(C)c1	-3.0
COC(=O)C(C)Oc1ccc2c3c(c(=O)oc2c1)CCCCC3 (stereo not drawn)	3.8
CCOc1cc2[nH]c(=O)n(CC3CCC(C(=O)NC4CCCCC4)CC3)c(=O)c2cc1OCC (stereo not drawn)	-1.8&2.4
CC(CC1C(C#N)=C(N)OC2=C1C(=O)CCC2)c1ccccc1 (stereo not drawn)	-4.7
CCCCNC(=O)c1ccc2c(c1)N(CC)C(=O)CS2	-3.0&6.1
Cc1ccc(S(=O)(=O)N2CCC(C(=O)Nc3ccc(Oc4ccccc4)cc3)CC2)cc1	8.3
CCOc1ccc(C(=O)N2CCCC2C(=O)O)cc1 (stereo not drawn)	-4.3
Cc1ccc2c(c1)nnn2C1CCN(S(C)(=O)=O)CC1	-8.3
COCCCN1Cc2cccc(C(=O)O)c2C1=O	-2.0
O=C(O)c1cc(-c2ccccc2)nc2ccc(Cl)cc12	-4.2
CCN(CC)c1ccc(NC(=O)c2ccc(F)c([N+](=O)[O-])c2)c(C)c1	1.3
Cc1ccc(C)c(-c2csc(-c3cc4cc(Br)ccc4oc3=O)n2)c1	-19.3
COc1cc(OC)cc(C(=O)Nc2cc3nn(-c4ccccc4)nc3cc2C)c1	-14.0
Cc1cccc(Cc2cnc(NC(=O)c3cccc([N+](=O)[O-])c3)s2)c1	-4.6
CC1CCN(S(=O)(=O)c2ccc(NC(=O)CSc3ncccc3C(=O)O)cc2)CC1	-5.2
COc1ccc(-c2nn(C)c3sc(C(=O)N4CCCCC4)cc23)cc1OC	-6.6
Clc1ncnc2c1[nH]c1ccc(Br)cc12	-27.0
O=C1CCCC(=O)N1c1ccccc1	4.0
Brc1ccc(C=NC2C3CC4CC(C3)CC2C4)cc1 (stereo not drawn)	-8.2
CCC(C)NC(=O)c1ccc2c(c1)nc(C)n2-c1cc(OC)c(OC)c(OC)c1 (stereo not drawn)	-24.4
O=C(CCCn1cnc([N+](=O)[O-])n1)Nc1cc(C(F)(F)F)ccc1Cl	-6.2
CCS(=O)(=O)N1CCC(C(=O)NCCCOC)CC1	3.7
CCCCOc1ccc(CSc2ncn[nH]2)cc1	-9.1
COc1ccc(NC(=O)C2c3cc(OC)c(OC)cc3C(=O)N(C)C2c2cccnc2)c(OC)c1 (stereo not drawn)	0.0
Cc1ccc(F)cc1NS(=O)(=O)c1cccc2cccnc12	-3.0
Cc1c(C(=O)NC2CC2)oc2ccc(S(=O)(=O)N3CC(C)CC(C)C3)cc12 (stereo not drawn)	-8.4
CCOc1ccc2c(=O)c(Oc3ccc(OC)cc3)c(C(F)(F)F)oc2c1	-14.5
Cc1ccc(NC(=O)c2cc(-c3ccc(Br)cc3)on2)cc1	-6.7
O=c1c2ccccc2nc2n1CCCCC2	-7.0&3.9
CCCCOc1ccc2c(C)cc(=O)oc2c1I	-3.2
COc1ccc(CCNc2nc(N3CCOCC3)nc(N3CCOCC3)n2)cc1OC	-7.6
CCN(CC)CCCNC(=O)c1cc2c(=O)[nH]c3ccccc3c2s1	-5.4
Cc1cccc(-c2nc(N(C)Cc3ccccc3)c3ccccc3n2)c1	2.1
CCOC(=O)c1ccccc1NC(=O)CSc1nnc(Cc2cccn2C)n1-c1ccc(C)cc1	-2.8
CCOC(=O)Cn1cc(C(=O)OC)c2ccccc21	-4.8
C=CCN(C(=O)c1cn(C)c(=O)c2cc(OC)c(OC)cc12)c1ccccc1	-9.1
Cc1ccc2c(c1)C(c1ccc(F)cc1)N(C(=O)COc1ccc(Cl)cc1)CC(=O)N2 (stereo not drawn)	3.3
Cc1ccc(N(CC(=O)N2CCN(c3ccc(F)cc3)CC2)S(=O)(=O)c2c(C)nn(C)c2C)cc1	4.3
Cc1ccc2oc(=O)n(CCCOc3ccccc3)c2c1	2.6
Cc1ccc(NC(=O)C(NC(=O)C2CCC(C(C)(C)C)CC2)C(C)C)cc1F (stereo not drawn)	-0.7
CN(CC(=O)NCC1CCCO1)S(=O)(=O)c1cc(Cl)ccc1Cl (stereo not drawn)	-6.0
O=C(NCc1ccco1)c1ccc2c(=O)n(CC3CCCO3)c(=S)[nH]c2c1 (stereo not drawn)	-8.1
Cc1nc2ccccc2c(=O)n1NC(=O)Nc1ccccc1	4.5
Cc1ccc(CNC(=O)C2CCN(S(=O)(=O)c3ccccc3)CC2)cc1	5.4
CCOc1cc(C)c(Cl)cc1S(=O)(=O)N(CC)CC	3.8
COc1ccc(C(=O)CN2C3=NCCCN3c3ccccc32)cc1OC	-2.1&-4.6
O=C(CN1CCN(C(=O)c2cccs2)CC1)NC1CCCCC1	1.7
CCCCC(=O)Nc1cccc2c1C(=O)N(c1ccccc1)C2=O	6.1
O=C1CCN(c2cc(Nc3cccc(F)c3)c3c4c(onc24)-c2ccccc2C3=O)CC1	-27.1
Cc1cc(C(=O)Nc2ccc3c(c2)OCCO3)ccc1[N+](=O)[O-]	4.7
CCOC(=O)c1c(NC(=O)c2cc3nc(-c4ccco4)cc(C(F)(F)F)n3n2)sc(C)c1C	-8.7
CC(N=c1ccccn1C(=O)Nc1ccc(Cl)cc1)c1ccco1 (stereo not drawn)	1.8
CC(C)[C@H](NC(=O)OCc1ccccc1)C(=O)N[C@H](C=O)Cc1ccccc1	-3.4
CCOC(=O)c1cnc2c(C)cc(C)cc2c1Nc1cccc(O)c1	4.6
COC(=O)c1sc(-c2ccccc2)cc1NC(=O)c1ccc(S(=O)(=O)N2CC(C)OC(C)C2)cc1 (stereo not drawn)	0.0
C=CCOc1c(Br)cc(C2C3=C(CCCC3=O)N(C)C3=C2C(=O)CCC3)cc1OCC	-6.9
CS(=O)(=O)N1CCCC(C(=O)N2CCOCC2)C1 (stereo not drawn)	-8.0&1.4
Cc1ccc(CC2CC(=O)N(CCc3ccc4c(c3)OCO4)C2=O)cc1 (stereo not drawn)	0.1

Continuation:
structure	14-3-3 PPI
Cc1cccc(Nc2nnc(-c3ccc(C)c(S(=O)(=O)N(C)C)c3)c3ccccc23)c1	-26.4
COc1ccc(-c2nc3c4c(-c5ccccc5)c(-c5ccccc5)oc4ncn3n2)cc1OC	-10.8
CN(Cc1ccccc1)C(=O)c1ccc(N2CC3CC(C2)c2cccc(=O)n2C3)c([N+](=O)[O-])c1 (stereo not drawn)	-1.7
Cc1ccccc1CSc1nnc(C)n1N	-1.6
N#CCCN1CCN(S(=O)(=O)c2ccc(S(=O)(=O)N3CCOCC3)cc2)CC1	-5.9
CCN1CCN(Cc2ccc(NC(=O)Nc3ccc(SC)cc3)cc2)CC1	-6.9
COC(=O)c1ccc(CSc2nc3c(c(=O)n2-c2ccc(F)cc2)SCC3)o1	1.9
Cc1cn2c(nc1=O)OC1C(O)C(COC(=O)c3ccccc3)OC12 (stereo not drawn)	-5.1
NC(=O)c1ccccc1NS(=O)(=O)c1cccs1	2.1&-3.3
Nc1c(C(=O)c2ccc(Br)s2)oc2ccc(Br)cc12	-20.6
CCSCCOC(=O)C1=C(C)NC2=C(C(=O)CC(c3ccc(OC)cc3)C2)C1c1ccccc1F (stereo not drawn)	-1.9
CCc1cc2c(=O)c(-c3nc4ccccc4s3)c(C)oc2c(CN2CCCCC2)c1O	-4.8
COc1ccc(Cl)cc1NC(=O)C1CCN(S(=O)(=O)c2ccccc2)CC1	-0.1
COc1ccc(COC(=O)C2=C(C)NC3=C(C(=O)CCC3)C2c2cc(OC)ccc2OC)cc1 (stereo not drawn)	0.6
COC(=O)c1c(NC(=O)COc2cc(C)c(Cl)c(C)c2)sc2c1CCC(C)C2 (stereo not drawn)	-7.5
CC(C)Cc1ccc(S(=O)(=O)NC2CCCCC2)cc1	-26.1
CCOc1ccc(NC(=O)CCN2CCN(S(=O)(=O)c3cccc([N+](=O)[O-])c3)CC2)cc1	3.3
COCCCN1C(=O)C(=O)/C(=C(/O)c2ccc(OC(C)C)cc2)C1c1cccnc1 (stereo not drawn)	3.4
C=CCOc1ccc(Cl)cc1C(=O)O	-6.6
C=CCn1c(CC(=O)OC)csc1=Nc1ccc(C(C)=O)cc1	-3.8
COc1ccc(N(CC(=O)Nc2cccc(SC)c2)S(C)(=O)=O)cc1Cl	-2.6
CCOC(=O)c1c(NC(=O)c2ccc(F)cc2)sc(C(=O)Nc2cccc(C(F)(F)F)c2)c1C	-8.2
COc1ccc(C=C2CCCC3=C2Nc2ncnn2C3c2ccc(OC)cc2)cc1 (stereo not drawn)	-3.7
O=C(COc1ccccc1Cl)Nc1ccccc1F	-29.5
N=c1c2c3c(sc2nc2n1CCCCC2)CCCCC3	-12.7
O=C(Nc1ccccc1-c1nc2ccccc2s1)c1ccccc1Cl	-2.3
